APJ antagonist = APJ receptor antagonism. P35414. CHO-K1 APJ beta-arrestin complementation, luminescence. inhibition, % at 20 µM. 330,000 compounds, 0.32% hits;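 active = inhibition above about 40% at 20 µM, limit read from the data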;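 note: cells challenged with 10 nM apelin-13 agonist together with compound; plate controls were apelin-13 plus DMSO wells for no effect and DMSO wells lacking apelin-13 for full effect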
UPR CHOP act = activators of apoptotic arm of unfolded protein response (CHOP); CHO-CHOP luciferase reporter, UPR activation, luminescence; percent of tunicamycin response over DMSO baseline; AID 449763; 330,000 compounds, 0.34% hits; activation, % at 10 µM;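 active = at 10 µM dose, activation of 40% or more, normalized to positive control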;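 note: 100% = tunicamycin at 10 µg/mL and 0% = DMSO alone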
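Material: CHO-CHOP cells, stable luciferase reporter of PERK-eIF2a-CHOP signalling; quantity: 500 reporter cells seeded per well; buffer or medium: F12 medium containing 10% fetal bovine serum; compound: one dose, 10 µM in 0.5% DMSO; incubation: 6 h compound treatment, 37 °C; measured by: Steady-Glo luciferase luminescence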
tim23-1 inh = inhibits growth of tim23-1 mutant yeast. inhibition, % at 20 µM. S. cerevisiae tim23-1 growth, BacTiter-Glo luminescence, 24 h. 330,000 compounds, 1.3% hits. AID 463212;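 active = growth inhibition of the mutant yeast at or above 50%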;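 note: temperature-sensitive mutant grown at 25 °C; plate controls were DMSO-treated mutant yeast for no effect and medium wells lacking yeast for full effect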
Mdm2-MdmX inh = disrupts the human Mdm2-MdmX interaction | SaOS-2 split-luciferase Mdm2/MdmX complementation, luminescence | inhibition, % at 8 µM | 330,000 compounds, 3% hits;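 active = inhibition of at least 50% at 8 µM in the primary screen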
CCR6 antag = antagonists of human CCR6 receptor | CHO-K1 CCR6 PathHunter beta-arrestin, luminescence, CCL20-stimulated | inhibition, % at 20 µM | 340,000 compounds, 0.49% hits | AID 493098;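 active = compounds whose inhibition of the agonist-driven luminescence signal at 20 µM reaches about 50%, limit read from the data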;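 note: cells stimulated with CCL20 at 14 nM final; plate controls were DMSO with CCL20 for no effect and DMSO without agonist for full effect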
Target sequence (P51684 whole entry, looked up): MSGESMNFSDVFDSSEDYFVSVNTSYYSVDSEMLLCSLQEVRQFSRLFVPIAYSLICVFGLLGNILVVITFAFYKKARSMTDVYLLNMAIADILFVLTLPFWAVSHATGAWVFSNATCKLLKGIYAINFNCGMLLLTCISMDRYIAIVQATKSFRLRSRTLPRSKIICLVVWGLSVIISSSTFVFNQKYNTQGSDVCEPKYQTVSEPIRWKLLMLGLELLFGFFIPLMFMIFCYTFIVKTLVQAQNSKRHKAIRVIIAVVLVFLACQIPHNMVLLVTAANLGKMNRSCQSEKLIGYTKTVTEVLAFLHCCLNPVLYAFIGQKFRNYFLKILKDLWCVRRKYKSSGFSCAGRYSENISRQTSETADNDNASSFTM
CXCR6 inh = inhibitors of human CXCR6 receptor | O00574 | CHO-K1 PathHunter CXCR6 beta-arrestin, luminescence | inhibition, % at 20 µM | 360,000 compounds, 0.36% hits | AID 602244; in the data active = inhibition above about 34%, passing the limit was not always enough;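 note: antagonist mode with CXCL16 agonist at 10 nM final; 0% = 10 nM CXCL16 with DMSO and 100% = unstimulated wells without agonist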
Target sequence (O00574 whole entry, looked up): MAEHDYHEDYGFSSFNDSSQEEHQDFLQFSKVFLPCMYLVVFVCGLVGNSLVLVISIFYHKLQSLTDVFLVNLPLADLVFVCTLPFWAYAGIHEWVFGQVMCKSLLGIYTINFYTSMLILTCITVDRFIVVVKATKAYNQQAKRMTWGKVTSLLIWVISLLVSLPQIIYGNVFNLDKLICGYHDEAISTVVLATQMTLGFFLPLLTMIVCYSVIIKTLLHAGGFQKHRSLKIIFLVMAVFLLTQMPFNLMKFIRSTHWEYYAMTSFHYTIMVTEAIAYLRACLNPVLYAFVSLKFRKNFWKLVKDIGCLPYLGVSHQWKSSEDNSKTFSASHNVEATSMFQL
APJ ag = activates the human apelin receptor APJ; CHO-K1 APJ PathHunter beta-arrestin, luminescence; 0% DMSO wells, 100% apelin; activation, % at 20 µM; 330,000 compounds, 0.11% hits; AID 2520;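 active = activation more than six SD over the plate average, tested at 20 µM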;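 note: 0% = DMSO alone and 100% = apelin-13 at 10 nM; some results filed as inactive read as strong as hits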
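Assay system: CHO-K1 cells stably expressing ProLink-tagged human APJ and arrestin–beta-gal acceptor. Compound dosing: 20 µM single point, 1% DMSO. Times: 16-18 h seeding, 90 min dark compound exposure, 60 min detection. Detection: beta-gal luminescence. Evaluation: APJ–arrestin association signal. Controls: negative DMSO alone, positive Apelin-13 at 10 nM.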
XBP1 UPR activ = activators of adaptive arm of unfolded protein response (XBP1) | CHO-XBP1 luciferase reporter, IRE1-XBP1 UPR activation, luminescence; percent of tunicamycin response, DMSO as zero | activation, % at 20 µM | 330,000 compounds, 0.33% hits;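 active = versus positive control, 20 µM dose yields 30% or more activation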;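 note: 100% = tunicamycin at 10 µg/mL and 0% = DMSO only wells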
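Assay system: IRE1-XBP1 luciferase reporter CHO line. Input: 1000 cells/well. Buffer or medium: F12 with 10% serum. Doses: 20 µM, 1% DMSO. Times: overnight seeding at 37 °C, 6 h compound treatment at 37 °C. Technique: Steady-Glo luciferase glow luminescence, 10 min after reagent addition.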
EBI2 block = antagonists of human EBI2 receptor; EBI2 beta-arrestin recruitment, luminescence, 7a,25-OHC stimulated; 360,000 compounds, 0.81% hits; inhibition, % at 5 µM; AID 651636; P32249; in the data active = inhibition above about 38%;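 note: enzyme fragment complementation signal reports receptor beta-arrestin coupling in cells; 0% = agonist plus DMSO wells and 100% = wells without agonist; some results beyond the cut were filed as inactive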
Target sequence (P32249 whole entry, looked up, the tested form may be a part): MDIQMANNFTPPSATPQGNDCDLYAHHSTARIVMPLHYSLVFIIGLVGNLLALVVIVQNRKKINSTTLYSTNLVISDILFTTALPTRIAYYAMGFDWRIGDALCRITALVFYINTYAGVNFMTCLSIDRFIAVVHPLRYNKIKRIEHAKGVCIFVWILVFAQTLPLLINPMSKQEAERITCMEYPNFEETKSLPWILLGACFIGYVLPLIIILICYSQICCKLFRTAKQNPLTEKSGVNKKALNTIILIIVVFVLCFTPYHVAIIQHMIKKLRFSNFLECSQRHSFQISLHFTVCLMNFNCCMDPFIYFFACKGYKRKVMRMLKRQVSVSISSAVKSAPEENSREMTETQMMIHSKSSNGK
* = called active by the depositor. An excerpt, so the mix of outcomes need not match the whole.

Each structure is followed by: Mdm2-MdmX inh | UPR CHOP act | APJ antagonist | XBP1 UPR activ | tim23-1 inh | CXCR6 inh | CCR6 antag | EBI2 block | APJ ag
1. NC(=O)CSc1nc2sc3c(c2c2ncnn12)CCCC3
    18 | -1.0 | -3 | 2 | 33 | 1 | -14 | -6 | -3
2. CCCCOC(=O)C1=C(C)NC2=C(C(=O)CCC2)C1c1cc(OC)ccc1OC (stereo not given)
    -42 | 0.7 | 9 | -1 | -2 | -1 | -2 | 1 | 0
3. CCOC(=O)c1c(C)[nH]c(C)c1C(=O)COC(=O)CSc1ccc(C)cc1
    -9 | 2.1 | 3 | 3 | 35 | 3 | 15 | -7 | 0
4. Cc1cccc(C)c1NC(=O)c1cccc(C(=O)Nc2c(C)cccc2C)n1
    -8 | 0.2 | 16 | -2 | 28 | -2 | -2 | 6 | -5
5. CC1CCCCC1NC(=O)c1ccc2c(c1)[nH]c(=O)n2C1CCCC1 (stereo not given)
    8 | 0.2 | -2 | 0 | 17 | -3 | 18 | -1 | -4
6. O=C1c2oc3ccc(F)cc3c(=O)c2C(c2ccccc2)N1CC1CCCO1 (stereo not given)
    0 | 0.5 | 6 | 0 | 7 | 10 | 10 | 8 | -4
7. Cc1cccnc1NC(=O)Cn1nc(C)c([N+](=O)[O-])c1C
    14 | 0.6 | -12 | 0 | 13 | 0 | 13 | -6 | 0
8. N#C/C(=C\c1ccc(N2CCOCC2)o1)C(=O)Nc1ccc(O)cc1
    -7 | 6.3 | 18 | -1 | 14 | 14 | 18 | 3 | -4
9. Cc1cc(N2CCN(C(c3ccccc3)c3ccccc3)CC2)n2ncnc2n1
    -25 | 1.2 | 13 | 0 | 14 | 3 | 2 | -5 | -4
10. CC(=O)/C(C#N)=C1\NC(=O)C(Cc2ccc(C)c(Cl)c2)S1 (stereo not given)
    79* | 2.8 | 6 | -1 | 9 | -1 | -7 | -7 | -2
11. O=C(Nc1c2c(nn1-c1ccc(F)cc1)CSC2)c1ccc(S(=O)(=O)N2CCOCC2)cc1
    7 | 0.4 | -5 | -3 | 10 | 13 | 7 | -3 | -6
12. CC(=O)N1CCN=C1SCc1ccccc1Cl
    -9 | 1.0 | -14 | 1 | 13 | -4 | 5 | -7 | -2
13. O=C(C[n+]1ccsc1)c1ccccc1
    -10 | 1.1 | 17 | -1 | 1 | -2 | 13 | -8 | -3
14. Cc1cc(C(=O)NC2CCCN(Cc3ccccc3F)C2)no1 (stereo not given)
    4 | 1.4 | 8 | -3 | 14 | 0 | 7 | 0 | 3
15. Cc1ccc(CNC(=O)C2CC3Cn4c(nc5cc(C)c(C)cc54)C3N2C)o1 (stereo not given)
    7 | -0.3 | 9 | 5 | 19 | -5 | -1 | 2 | 0
16. CC1SC(=Nc2ccccc2)N(S(=O)(=O)c2ccccc2)C1=O (stereo not given)
    -7 | -0.1 | 2 | 1 | 4 | 4 | 2 | -8 | -2
17. COc1ccc(CC(=O)NCc2n[nH]c(=S)n2-c2ccccc2OC)cc1
    -3 | -0.4 | -13 | 4 | 4 | 6 | -4 | -4 | -2
18. Cc1c(C(=O)NCC(C)C)sc2nc(-c3ccc(F)cc3)cn12
    -51 | 4.8 | 0 | 4 | 16 | 5 | -5 | 14 | -3
19. COc1ccc(C(=O)CSc2nnc(CNc3ccc(C)cc3C)o2)cc1
    19 | -1.7 | -4 | -2 | 0 | 0 | -22 | 27 | -3
20. COc1ccc(S(=O)(=O)Nc2ccccc2N2CCOCC2)cc1OC
    -4 | 0.7 | -7 | 1 | 23 | -5 | 3 | -1 | 2
21. O=C(C1CCCN1S(=O)(=O)c1ccc(Cl)cc1)N1CCCCC1 (stereo not given)
    -6 | 0.3 | -18 | -2 | 18 | 5 | -10 | -3 | -3
22. C=CCNCc1ccc(C(=O)NCCCCCCC)cc1[N+](=O)[O-]
    -14 | 0.5 | -10 | 4 | -16 | 1 | 4 | 4 | 7
23. O=C(CCC1CCCCC1)Nc1ccccc1-c1ccccc1
    -6 | 1.4 | 3 | 4 | 32 | -1 | 13 | -12 | -3
24. CC1(C)CC(=O)C=C(N2CCOCC2)C1
    27 | -2.8 | -16 | -3 | 5 | -7 | 11 | -2 | -2
25. CC(C)CC(C(=O)NC1CCCCC1)N(Cc1ccccc1)C(=O)c1snc(C(N)=O)c1N (stereo not given)
    -34 | -1.5 | -4 | -5 | 24 | 1 | 3 | 24 | 1
26. COc1ccc(CNc2nc(-c3cccnc3)nn2C(C)=O)cc1
    -7 | 1.8 | -3 | -3 | 11 | -11 | 6 | 4 | 0
27. CC(C)(C)OC(=O)NC(Cc1ccccc1)C(=O)NC(CSC1CCCCO1)C(=O)NN (stereo not given)
    12 | 2.1 | -22 | -2 | 1 | -1 | 9 | 2 | -2
28. CCOC(CNC(=O)Cn1nc(C)c2ccccc21)OCC
    20 | -0.6 | 12 | -2 | 5 | -10 | -4 | -12 | -2
29. O=C(NCCS(=O)(=O)N1CCN(c2ccc(F)cc2)CC1)C1CC(=O)N(c2ccccc2)C1 (stereo not given)
    13 | 1.8 | -11 | -2 | 16 | -11 | -12 | -9 | 12
30. CC(=O)Nc1ccc(Nc2c([N+](=O)[O-])cc(S(C)(=O)=O)cc2[N+](=O)[O-])cc1
    15 | 0.1 | 4 | -2 | -12 | 11 | 21 | -9 | 4

3 compounds already listed, arranged by their value in APJ antagonist, descending.
nr	SMILES	APJ antagonist
28	CCOC(CNC(=O)Cn1nc(C)c2ccccc21)OCC	12
30	CC(=O)Nc1ccc(Nc2c([N+](=O)[O-])cc(S(C)(=O)=O)cc2[N+](=O)[O-])cc1	4
26	COc1ccc(CNc2nc(-c3cccnc3)nn2C(C)=O)cc1	-3

Additional records:
Each structure is followed by: Mdm2-MdmX inh | UPR CHOP act | APJ antagonist | XBP1 UPR activ | tim23-1 inh | CXCR6 inh | CCR6 antag | EBI2 block | APJ ag
31. COc1ccc(NC(=O)COC(=O)CCCc2c[nH]c3ccccc23)cc1
    -7 | -2.0 | -23 | 2 | 32 | 2 | -4 | -7 | 0
32. NS(=O)(=O)c1cc(C(=O)NCC2CCCCC2)ccc1Cl
    -11 | 0.8 | 5 | 10 | 9 | 1 | 9 | -2 | -3
33. CS(=O)(=O)c1ccc(Cl)c(NC(=O)C2CCCCN2S(=O)(=O)c2ccccc2)c1 (stereo not given)
    -12 | 0.5 | 7 | 1 | 16 | -7 | 9 | -1 | 3
34. CCCOc1cccc(-c2nc3ccccc3c(=O)o2)c1
    -60 | 1.3 | 14 | 26 | 35 | 7 | -3 | -3 | -1
35. CC(=O)Nc1ccc(S(=O)(=O)Nc2ccc(NC(=O)c3ccco3)cc2)cc1
    13 | 1.4 | 17 | 0 | -4 | -1 | 7 | 0 | 1
36. COc1cc(NC(=O)CSc2nc3[nH]ncc3c(=O)n2-c2ccc(Cl)cc2)cc(OC)c1
    59* | 5.6 | -7 | -4 | 11 | -3 | -18 | -28 | 8
37. O=C(NCC(c1ccco1)N1CCc2ccccc2C1)c1c(F)cccc1F (stereo not given)
    18 | 0.0 | -58 | -2 | 19 | -2 | 10 | -1 | 8
38. CCN(CC)c1ncnc2c1ncn2Cc1c(Cl)cccc1Cl
    -18 | -0.1 | -15 | 1 | 41 | -1 | 5 | 23 | 3
39. CCc1ccc(N/C(N)=N/c2nc(CSc3ncccn3)cc(=O)[nH]2)cc1
    24 | 1.1 | -4 | 6 | 9 | -12 | 2 | 8 | 2
40. CN1CCN(S(=O)(=O)c2cccc(S(=O)(=O)c3ccc(Cl)c(Cl)c3)c2)CC1
    11 | -1.3 | 12 | -1 | 22 | -14 | 19 | -8 | -3
41. CCN(CC)CCCNC(=O)CC1Oc2ccc(C)cc2NC1=O (stereo not given)
    -4 | -0.5 | 9 | -3 | 17 | -3 | -5 | -8 | -1
42. Cc1sc(N/N=C/c2ccco2)nc1-c1ccccc1
    -38 | 9.6 | -18 | 4 | 24 | 0 | -5 | 21 | 1
43. O=C(OCc1ccc([N+](=O)[O-])cc1)C1CCN(S(=O)(=O)c2ccccc2)CC1
    -16 | 2.9 | 15 | -1 | 34 | -10 | 7 | 15 | 1
44. Cc1ccc(C)c(N2CCN(S(=O)(=O)c3ccc4c(c3)NC(=O)CO4)CC2)c1
    0 | 0.7 | 9 | -4 | 25 | 9 | 8 | 8 | -1
45. COCC(=O)NNC(=S)Nc1cccc(C)c1C
    -23 | -0.2 | 4 | -2 | 2 | -13 | 1 | -5 | -3
46. COc1ccc(CCN(C)C(=O)c2cncc(Br)c2)cc1OC
    18 | -0.1 | 3 | -2 | 10 | 0 | 11 | -9 | -1
47. CCCCN(C)C(=O)c1coc(=O)c2ccccc12
    -1 | 0.8 | 3 | -1 | 10 | -4 | -10 | 0 | -2
48. CC1CCN(S(=O)(=O)c2ccc3c(c2)c(=O)c(C(=O)N2CCOCC2)cn3C)CC1
    9 | 1.1 | 18 | -4 | 7 | -6 | 4 | -5 | 4
49. Cc1ccc(C(=O)c2c3ccccc3[n+]([O-])n2CCC(N)=O)cc1
    16 | 3.0 | -2 | 0 | -14 | -1 | 1 | -4 | -2
50. Oc1ccc(/C=N/n2c(COc3ccccc3)n[nH]c2=S)c(O)c1
    14 | 1.7 | -9 | 4 | 8 | 5 | 13 | 0 | -2
51. Cc1cc([N+](=O)[O-])nn1CCCC(=O)NCc1ccc(F)cc1
    -15 | -0.8 | -24 | 2 | 1 | -3 | -8 | 2 | 1
52. CC(C)CCCN1CCN=C1N(C)C
    14 | -0.2 | -2 | 0 | 8 | 7 | 10 | -5 | -3
53. O=C(CSc1ccc2nnc(-c3cccc(F)c3)n2n1)NCC1CCCO1 (stereo not given)
    -42 | 0.2 | -1 | -3 | 24 | -1 | -15 | -9 | -3
54. Cc1sc2nc(CSc3cccc(C(F)(F)F)c3)[nH]c(=O)c2c1C
    37 | -1.4 | 4 | -1 | 3 | -8 | -3 | 12 | 8
55. Cc1ccc(C(=O)COC(=O)CNS(=O)(=O)c2ccccc2)cc1[N+](=O)[O-]
    18 | -2.3 | 48* | -2 | -6 | 18 | 80* | 9 | -16
56. O=C1CC(c2cc(Br)ccc2F)c2cc3c(cc2N1)CCC3 (stereo not given)
    66* | -0.3 | 15 | 11 | 37 | 13 | -2 | -9 | -3
57. O=C(CC1C(=O)NC2CCCCC2N1C(=O)c1ccc([N+](=O)[O-])cc1)Nc1ccccc1 (stereo not given)
    -1 | 0.1 | -8 | -1 | 10 | -9 | 7 | -8 | 9
58. COc1cc2c(C(=O)N3CCCc4ccccc43)cn(C)c(=O)c2cc1OC
    19 | 0.5 | 12 | -1 | 14 | 3 | 5 | 2 | -3
59. O=C1c2cccnc2C(=O)N1c1cccc(-c2nc3ccccc3o2)c1
    0 | -3.7 | -1 | 0 | 13 | -18 | -3 | -1 | 1
